Compound activity (PubChem BioAssay)
IDE cell activ = human IDE activators in live cells, primary screen, fluorescence polarization, HEK cells, FAbeta-B substrate | Insulin-degrading enzyme (Homo sapiens), P14735 | FAbeta-B cleavage; 0% vehicle, 100% cell-free pure enzyme wells | activation, % at 5.96 µM | 340,000 compounds, 0.073% hits;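 active = activation above the mean of all tested compounds plus 3 SD, set per screening campaign, cut at about 17% in these data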
Target sequence (P14735 whole entry, looked up): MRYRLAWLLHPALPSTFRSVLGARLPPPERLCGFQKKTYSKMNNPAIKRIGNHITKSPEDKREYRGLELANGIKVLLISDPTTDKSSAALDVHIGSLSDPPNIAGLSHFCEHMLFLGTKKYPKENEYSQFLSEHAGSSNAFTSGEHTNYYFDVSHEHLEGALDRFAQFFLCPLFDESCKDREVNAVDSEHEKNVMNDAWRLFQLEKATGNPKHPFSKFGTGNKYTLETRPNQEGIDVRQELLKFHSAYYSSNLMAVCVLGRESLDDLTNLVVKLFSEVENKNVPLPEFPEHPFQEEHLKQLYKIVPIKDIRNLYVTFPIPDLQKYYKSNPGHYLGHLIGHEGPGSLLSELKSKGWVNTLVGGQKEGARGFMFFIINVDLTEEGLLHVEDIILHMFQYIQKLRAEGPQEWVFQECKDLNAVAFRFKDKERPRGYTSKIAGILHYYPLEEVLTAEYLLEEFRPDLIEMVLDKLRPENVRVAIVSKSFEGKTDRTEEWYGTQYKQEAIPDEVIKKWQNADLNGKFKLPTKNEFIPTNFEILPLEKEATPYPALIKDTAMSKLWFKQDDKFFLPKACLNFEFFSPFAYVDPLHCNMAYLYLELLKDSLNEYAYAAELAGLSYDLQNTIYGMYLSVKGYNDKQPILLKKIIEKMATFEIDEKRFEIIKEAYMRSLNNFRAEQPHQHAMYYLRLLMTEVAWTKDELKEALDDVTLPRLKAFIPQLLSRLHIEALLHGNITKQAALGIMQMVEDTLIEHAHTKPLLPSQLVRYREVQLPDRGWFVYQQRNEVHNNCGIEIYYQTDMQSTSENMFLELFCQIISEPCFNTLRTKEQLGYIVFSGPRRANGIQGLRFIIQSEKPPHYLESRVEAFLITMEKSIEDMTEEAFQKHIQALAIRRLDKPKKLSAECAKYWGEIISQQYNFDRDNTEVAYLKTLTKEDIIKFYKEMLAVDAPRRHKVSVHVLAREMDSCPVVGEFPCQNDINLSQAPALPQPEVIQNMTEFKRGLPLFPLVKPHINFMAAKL
IDE inh = human IDE inhibitors in live cells, primary screen, fluorescence polarization, HEK cells, FAbetaB substrate. Insulin-degrading enzyme (Homo sapiens), P14735. FAbetaB cleavage. inhibition, % at 5.59 µM. 320,000 compounds, 0.41% hits;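 active = percent inhibition above the average of all tested compounds plus 3 SD, set per screening campaign, cut at about 16% in these data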;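 also: IDE supplied by intact live HEK cells; FP after avidin binding of uncleaved biotin substrate so inhibition keeps polarization high; 0% = DMSO wells and 100% = 60 µM reference IDE inhibitor Ii1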
Starred values were filed as active, the others as inactive.

IDE cell activ	IDE inh	canonical_smiles
1	-4	COc1ccc(N2CCN(C(CNC(=O)c3cccs3)c3ccco3)CC2)cc1 (stereo not given)
6	0	COc1ccc(Cl)cc1NC(=O)CN(C)C(=O)Cn1cnc2c1c(=O)n(C)c(=O)n2C
1	-1	N#CCCN(C(=O)COC(=O)CCc1c[nH]c2ccccc12)c1ccc(F)cc1
1	-2	CCCCN(C(=O)C(C)Oc1ccc(Cl)cc1)c1c(N)n(CCCC)c(=O)[nH]c1=O (stereo not given)
-1	0	CN(Cc1ccccc1)C(=O)c1nc[nH]c1C(=O)N(C)Cc1ccccc1
-4	6	C/C=C/C1=CC(=O)C[C@H](c2ccc(F)cc2)C1
-1	7	CC(NC(=O)CCC(=O)c1cccs1)c1ccccc1 (stereo not given)
1	-1	COCCN(C(=O)COC(=O)C1CC1)c1c(N)n(Cc2ccccc2)c(=O)[nH]c1=O
0	2	CCOC(=O)c1ccccc1NC(=O)C1=COCCO1
5	2	N#CC(c1ccccc1)c1cnccn1 (stereo not given)
4	7	CCc1noc(C)c1C(=O)OCC(=O)c1ccc(OC)c(OC)c1
0	6	COc1ccc(C(=O)OCC(=O)NCc2cccs2)c(OC)c1OC
-1	1	Cc1ccsc1C(=O)OCC(=O)N1CC(C)CC(C)C1 (stereo not given)
5	-4	COC(=O)C1CCN(C(=O)c2ccc(OC)c(S(=O)(=O)N3CCCc4ccccc43)c2)CC1
-2	5	C[C@H](CO)N1C[C@H](C)[C@@H](CN(C)S(=O)(=O)c2cccs2)Oc2ccc(NC(=O)c3ccncc3)cc2C1=O
3	-3	COc1ccc(C(CNC(=O)c2cccc(NS(=O)(=O)c3ccc(Br)cc3)c2)N(C)C)cc1 (stereo not given)
-1	-2	CC(Sc1nnnn1C)C(=O)Nc1nc(-c2ccc(F)c(F)c2)cs1 (stereo not given)
-4	-1	COc1ccc(-c2nc(C3CCCCC3)c3cc(OC)ccc3n2)cc1
-2	0	O=C(NC(=S)N1CCN(c2ccccc2)CC1)c1ccco1
5	1	O=C(NCCc1ccc(F)cc1)c1ccc(Cl)c(S(=O)(=O)N2CCOCC2)c1
5	-5	COc1cc(CC(=O)OCC(=O)Nc2ccccc2C#N)cc(OC)c1OC
-2	1	C=CCC[C@@H](Cc1ccc(F)cc1)C(=O)OCCNC(=O)[C@H](CC=C)CC(=O)NCCO
2	-4	CCCCCCSc1ccc([C@@H]2[C@H]3C(=O)N(C)C(=O)[C@H]3[C@]3(C(=O)OC)CCCCN23)cc1
5	1	CCOC(=O)[C@H]1[C@H]2COc3ccc(C)cc3[C@@H]2N2C(=O)c3ccc(Cl)cc3NC(=O)[C@@]12C
6	2	CSCC[C@H](NC(=O)c1cccc(S(=O)(=O)N2CCCCC2)c1)c1nc2ccccc2[nH]1

Shown with two lines to a compound: part of the list above
Order of results: IDE cell activ, IDE inh
- O=C(NC(=S)N1CCN(c2ccccc2)CC1)c1ccco1
→ -2, 0
- O=C(NCCc1ccc(F)cc1)c1ccc(Cl)c(S(=O)(=O)N2CCOCC2)c1
→ 5, 1

(continued)
IDE cell activ	IDE inh	canonical_smiles
1	1	O=S(=O)(c1ccc(NCCOc2ccccc2)nc1)N1CCCC1
-3	5	NS(=O)(=O)c1ccc(CCNC(=O)COC(=O)C2CCN(c3ccc(C(F)(F)F)cn3)CC2)cc1
3	1	O=C(COc1ccc(F)cc1Cl)NC1CCCCCC1
0	-1	COc1ccc(S(=O)(=O)N2CCCCCC2)cc1C(=O)OCc1cccc(OC)c1OC
7	2	CC(C)(C)OC(=O)C[C@@H]1C/C=C\C[C@@H](CC(=O)N(CCO)Cc2ccccc2)C(=O)N[C@@H](c2ccccc2)COC1=O
4	4	O=C(C[C@@H]1C/C=C\C[C@@H](Cc2ccc(F)cc2)C(=O)OC[C@@H](Cc2c[nH]c3ccccc23)NC1=O)NCCO
-6	0	COc1ccc(N2CCN(C(=O)Cc3csc(NC(=O)Nc4ccccc4OC)n3)CC2)cc1
-1	0	COc1cc(/C=C2/N=C(c3ccccc3)OC2=O)c(F)cc1OCc1ccccc1
3	-1	COC(=O)[C@H]1[C@H]2C[C@@H]3c4[nH]c5cc(OC)ccc5c4CCN3C[C@H]2C[C@@H](OC(=O)/C=C/c2cc(OC)c(OC)c(OC)c2)[C@@H]1OC
-2	-7	COc1ccc(NS(=O)(=O)c2cccc(C(=O)O)c2)cc1S(=O)(=O)N1CCCCC1
3	0	CCc1ccc(NC(=O)C(C)OC(=O)/C=C/c2ccc(O)c(OC)c2)cc1 (stereo not given)
3	2	Cc1nc(-c2cccc(NC(=O)c3cccc(S(=O)(=O)N4CCCC4)c3)c2)cs1
1	4	CCN1C(=O)[C@@H]2[C@@H](c3ccc(-c4ccc(Cl)c(Cl)c4)cc3)N3CCC[C@@]3(C(=O)OC)[C@@H]2C1=O
2	-2	CCc1ccccc1NC(=O)CN1CCN(C(=O)CNC(=O)c2ccccc2F)CC1
-4	-7	COc1ccc(CCNC(=O)c2cc3c(cc2Cl)N2CCCCCC2=NS3(=O)=O)cc1
-4	2	COc1ccc(CC(=O)Oc2ccccc2Cl)cc1S(=O)(=O)N1CCOCC1
1	0	O=C(NCC(c1ccco1)N1CCc2ccccc2C1)C(=O)Nc1ccc(F)cc1F (stereo not given)
2	6	COc1ccc(C(=O)NC2CCCCCCC2)cc1OC
-1	4	Cc1ccc(S(=O)(=O)N(CC(=O)Nc2cc(C)ccc2C)C(=O)N2CCN(C)CC2)cc1
6	6	CCC[C@@H](CN1CCC[C@H]1CN1C(N)=NC[C@H]1CC(C)C)N1C[C@@H](Cc2ccccc2)N(CCCC2CCCC2)C1=N
2	4	COc1ccc(/C(C)=N/NC(=O)c2cccc(S(=O)(=O)N3CCCC3)c2)c(O)c1
2	1	COc1ccc(S(=O)(=O)N2CCCCC2)cc1NC(=O)C1CCCC1
-4	5	O=C(CNC(=O)c1cc(Cl)cc([N+](=O)[O-])c1)OCC(=O)N1CCCCC1
2	4	Cc1ccc(S(=O)(=O)N2CCOCC2)cc1C(=O)OC(C)C(=O)NC1CCCC1 (stereo not given)
0	6	O=C(CCc1ccc(S(=O)(=O)N2CCOCC2)cc1)OCC(=O)c1ccccc1F
6	2	CC(=O)NNC(=O)N1Cc2ccccc2Oc2ccc(Cl)cc21
9	7	CC(=O)c1ccc(S(=O)(=O)N2CCn3cccc3C2C)cc1 (stereo not given)
-1	-1	C[C@]12CC[C@H](O)CC1=CCC1C2CC[C@@]2(C)C1CC[C@@H]2NC(=O)[C@@H](N)Cc1ccccc1 (stereo not given in full)
-1	6	CCOC(=O)[C@H]1[C@H]2COc3ccc(Br)cc3[C@@H]2N2C(=O)c3ccc(F)cc3NC(=O)[C@@]12C
4	-2	Cc1ccc(N2CC(C(=O)NCCC3=CCCCC3)CC2=O)cc1 (stereo not given)
3	-8	CN(C)C(=O)CSc1ccc(S(=O)(=O)N2CCOCC2)cn1
3	0	CCN1CCN(c2ccc(Nc3ccnc4ccccc34)cc2)CC1
-5	0	O=C(c1ccc2c(c1)OCCO2)N1CCN(S(=O)(=O)c2c(F)cccc2F)CC1
2	2	Cc1cc(C)n2nc(C(=O)OCC(=O)c3ccccc3Cl)nc2n1
3	4	O=C(CCN1C(=O)C2CC=CCC2C1=O)OCC(=O)c1ccc(F)cc1 (stereo not given)
0	4	O=C1C=C(c2ccc3c(c2)OCCO3)C[C@@H](c2ccc(F)cc2)C1
-1	1	CC(C)(C)OC(=O)C[C@H]1C/C=C\C[C@@H](CC(=O)N(CCO)Cc2ccccc2)C(=O)NC[C@H](c2ccccc2)OC1=O
0	1	O=C(CN1C(=O)NC2(CCCCCC2)C1=O)NCc1ccc(F)cc1
-2	-3	COc1cc(C)nc(N2CCC(C(=O)NCC3CCCO3)CC2)n1 (stereo not given)
6	1	Cc1ccccc1NC(=O)CSc1nnc2ccc(-c3cccnc3)nn12
8	-2	NC(=O)c1ccccc1[N+](=O)[O-]
1	-10	COc1cccc(C(=O)OCC(=O)Nc2ccc3c(c2)OCCO3)c1
0	-2	Cc1cc(C(=O)CN2CCN(CC(=O)Nc3ccc(F)cc3)CC2)c(C)n1C1CC1
1	-1	COc1ccc(Br)cc1/C=C(\C(=O)O)c1ccc(S(=O)(=O)N2CCCC2)s1
0	0	CCOC(=O)C1=C(CC)Nc2ccccc2N/C1=N\S(=O)(=O)c1ccccc1F
2	1	Cc1ccc(S(=O)(=O)N2CCC[C@H]2C(=O)OCC(=O)Nc2ccc3c(c2)OCO3)cc1
-1	5	C/C=C(\C)C(=O)NCCN1C2=NC[C@@H](Cc3ccccc3)N2C[C@@H]1Cc1ccc(OC)cc1
0	2	COc1ccc(Cl)cc1S(=O)(=O)N1CCN(C(=O)c2n[nH]c(=O)c3ccccc23)CC1
2	3	O=C(NCCS(=O)(=O)N1CCN(c2ccccc2F)CC1)c1c(F)cccc1F
5	3	OCC[C@H]1C[C@H](O)[C@@H](O)[C@@]2(Cc3ccccc3O2)O1

Other records.
IDE cell activ	IDE inh	canonical_smiles
5	4	O=C(COC(=O)c1cc(S(=O)(=O)N2CCOCC2)ccc1Cl)NCc1ccco1
0	-3	CCN(CC)c1nc(NN)nc(Nc2ccc(C)c(Cl)c2)n1
3	2	c1ccc(CNc2c(-c3cccc(SC4CCCCC4)c3)nc3ccccn23)cc1
2	-5	O=C(COC(=O)c1cc(S(=O)(=O)Nc2ccccc2Cl)ccc1O)Nc1ccc(F)c(F)c1F
-1	1	COCCN(Cc1nc2ccccc2c(=O)[nH]1)C(=O)c1cccc(S(=O)(=O)N2CCCC2)c1
0	1	Cc1ccc(NC(=O)/C(Cl)=C\c2ccccc2)cc1
-1	1	O=C(c1cnn(C(=O)c2ccco2)c1)c1cc(Cl)cc(Cl)c1O
1	-1	O=C(NCc1nnnn1-c1ccc(F)c(F)c1)c1ccc2ccccc2c1
5	2	O=C(CSc1n[nH]c(=O)[nH]c1=O)Nc1ccc(SC(F)F)cc1
0	2	Cc1cccc(C)c1NC(=O)CNC(=O)c1ccc(NS(=O)(=O)c2ccc3[nH]c(=O)[nH]c3c2)cc1
-5	1	CCOC(=O)C1=C(C)N(CCCC(=O)O)C(=O)NC1C(CC)CC (stereo not given)
8	-2	Cc1cc(=O)[nH]c(SCC(=O)Nc2ccc(N3CCCCC3)cc2)n1
0	-7	COc1cc(C(=O)NC2CCCCCCC2)cc(OC)c1OC
8	4	CC(=O)O[C@H]1C[C@@H]2CC[C@@H]3[C@H](CC[C@@]4(C)[C@H]3C[C@H]([N+]3(C)CCCCC3)[C@@H]4OC(C)=O)[C@@]2(C)C[C@@H]1[N+]1(C)CCCCC1
4	2	CN1CCN(C(=O)c2ccccc2NS(=O)(=O)c2ccc(F)cc2)CC1
4	-1	CC(C)(C)OC(=O)C[C@@H]1C/C=C\C[C@@H](CC(=O)N(CCO)Cc2ccccc2)C(=O)N[C@H](C(C)(C)C)COC1=O
7	-3	COc1ccc(CN2C(=O)C(C)Nc3ncnc(N4CCN(c5ccccn5)CC4)c32)cc1 (stereo not given)
-2	1	N#CCc1ccccc1C(=O)OCC(=O)N(Cc1ccccc1)Cc1ccccc1
4	5	O=C(CN1C(=O)c2ccc([N+](=O)[O-])cc2C1=O)NCCC1=CCCCC1
5	0	CC(Sc1cccc[n+]1[O-])C(=O)Nc1cc(Cl)c(Cl)cc1Cl (stereo not given)
4	1	Cn1c(N)c(C(=O)COC(=O)/C=C/c2ccc(Cl)cc2)c(=O)n(C)c1=O
-2	5	COc1ccc(NC(=O)CCCN2C(=O)CN(C)C2=O)c(OC)c1
-1	11	C#CCNC(=O)[C@H](Cc1ccc(C(=O)c2ccccc2)cc1)NC(=O)OC(C)(C)C
1	4	CCCCn1c(N)c(N(CCOC)C(=O)COC(=O)C(C)(C)Oc2ccc(Cl)cc2)c(=O)[nH]c1=O
-3	1	C/C(=N\NC(=O)c1cccc(S(=O)(=O)N2CCCC2)c1)c1ccc(F)cc1

Quoted from the listing:
IDE inh result of CC(=O)NNC(=O)N1Cc2ccccc2Oc2ccc(Cl)cc21 reads 2
IDE cell activ result of Cn1c(N)c(C(=O)COC(=O)/C=C/c2ccc(Cl)cc2)c(=O)n(C)c1=O reads 4
IDE inh result of CCN(CC)c1nc(NN)nc(Nc2ccc(C)c(Cl)c2)n1 reads -3
IDE cell activ result of Cc1ccc(S(=O)(=O)N2CCOCC2)cc1C(=O)OC(C)C(=O)NC1CCCC1 (stereo not given) reads 2

Following part:
IDE cell activ	IDE inh	canonical_smiles
-1	8	CN(C)S(=O)(=O)c1cccc(C(=O)Nc2ccccc2C(=O)NC2CC2)c1
0	5	CN(CC(=O)Nc1ccccc1C(=O)Nc1ccccc1)C1CCCCC1
-1	-2	C=CCOC(=O)C1=C[C@@H](c2csc3ccccc23)[C@H](CCCO)[C@@H](OCC)O1
-3	-1	CC1(C)C[C@@H]1C(=O)N/C(=C\CCCCSC[C@H](N)C(=O)O)C(=O)O
4	-2	CN(C)S(=O)(=O)n1cnc([C@H]2c3c(ncn3Cc3ccccc3)C[C@H]3COC(=O)[C@@H]32)c1
4	-2	Cc1ccccc1NS(=O)(=O)c1ccc(C(=O)NCCCN2CCOCC2)cc1
-3	5	O=C(NS(=O)(=O)N1CCCC1)C1=C(N2CCCC2)COC1=O
6	3	Cc1ccc(NC(=O)COC(=O)CCC(=O)c2cccs2)c(Br)c1
5	-3	NS(=O)(=O)c1cccc(NC(=O)COC(=O)c2ccccc2C(=O)c2ccccc2)c1
1	0	Cc1ccc(S(=O)(=O)N2CCN(C(=O)COC(=O)c3ccc(Br)o3)CC2)c(C)c1
2	2	COc1cc(C(=O)Nc2cc(S(C)(=O)=O)ccc2Cl)ccc1OCC(=O)N1CCOCC1

Ordered by heavy-atom count (rising): 3 of the compounds above
IDE cell activ	IDE inh	canonical_smiles
-1	-2	C=CCOC(=O)C1=C[C@@H](c2csc3ccccc23)[C@H](CCCO)[C@@H](OCC)O1
4	-2	Cc1ccccc1NS(=O)(=O)c1ccc(C(=O)NCCCN2CCOCC2)cc1
4	-2	CN(C)S(=O)(=O)n1cnc([C@H]2c3c(ncn3Cc3ccccc3)C[C@H]3COC(=O)[C@@H]32)c1

Not all compounds are listed. The share of hits here may be higher or lower than overall.
